From PubChem
miR-122 sensor – miR-122 Renilla sensor signal increase in Huh7, primary screen, miR-122 inhibitor project, cell-based, single point, plate reader. actives 0.3% (n = 340,000). Huh7 miR-122 Renilla luciferase sensor, 48 h; neutral wells = 0, positive control = 100. AID 602342, 2012. activation (reporter increase), % at 12.5 µM;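 active = mean replicate activation score at least 90 and every replicate individually at or above 90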;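 note: higher luciferase means less miR-122 activity so hits act as miR-122 inhibitors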
GSIS activator – GLuc luminescence reporter in INS-1E cells, primary screen for activators of glucose-dependent secretion of insulin | INS-1E GLuc reporter insulin secretion, 2-3 h | activation, % at 16.6 µM | actives 0.61% (n = 370,000) | AID 743287, 2014;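 active = lowest replicate activation of at least 40%, so every replicate reaches that level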;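 note: 0% = median of neutral control wells and 100% = median of IBMX positive control wells; some compounds called inactive have numbers as strong as hits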
Active calls of the source: *; & = joins results of further samples. Not all compounds are listed; rates above refer to the full screens.

item	Molecule	GSIS activator	miR-122 sensor
1	C=CCn1c(SCc2nc3scc(-c4ccccc4)c3c(=O)[nH]2)nnc1-c1ccccc1F	-3	-3
2	O=c1cc(N2CCOCC2)c2ccccc2o1	9	-5
3	CCOC(=O)C(Cc1cc(C(C)=O)ccc1OCC)C(=O)OCC	39	-4
4	CSc1cccc(NC(=O)c2cnccn2)c1	14	-2
5	CCOC(=O)Cn1nnc(-c2ccc(OCC(C)C)cc2)n1	1	-1
6	C=C(C)CN1CCN(c2c(CCC#N)c(C)c(C#N)c3nc4ccccc4n23)CC1	16	3
7	Cc1ccc(NC(=O)CSc2ccc(-c3ccc4c(c3)OCO4)nn2)cc1F	4	1
8	O=C1CC(c2cccc(Br)c2)C2=C(CCCC2=O)N1 (configuration not stated)	6	-8
9	COc1ccc(C)cc1S(=O)(=O)N(C)CC(=O)NC1CC1	12	-2
10	CCCCSc1nc(O)c(C2OC(=O)c3c2ccc(OC)c3OC)c(=O)n1C (configuration not stated)	23	2
11	CSc1ccc(C#N)cc1NC(=O)c1cccc(Cl)c1	-7	3
12	COc1ccccc1C(=O)N1CCN(CCc2ccccc2)CC1	26	-26
13	Cc1c(Cc2ccccc2)sc(NC(=O)Cc2ccccc2)c1C(N)=O	10	1
14	COC(=O)c1ccc(CN(Cc2ccc(C(=O)OC)o2)C(C)(C)C)o1	10	2
15	COc1ccc(C(=O)NC(C)(C)C)cc1S(=O)(=O)N1CCCC1	-9	-4
16	O=C(Nc1ccc(Cc2ccncc2)cc1)C1CCC(N2C(=O)C3CC=CCC3C2=O)CC1 (configuration not stated)	-2	-1
17	COc1cc2[nH]c(=O)n(CCC(=O)N3CCN(c4cc(Cl)ccc4C)CC3)c(=O)c2cc1OC	-6	-4
18	COc1cc2c(-c3ccc(O)cc3)nc3c(c(C)nn3-c3ccccc3)c2cc1OC	14	-25
19	O=C(CCn1c(=O)oc2ccccc21)N(Cc1ccccc1)c1ccccn1	24	3
20	Nc1nc(C2CCCN2S(=O)(=O)c2ccc(Cl)cc2)cs1 (configuration not stated)	13	-2
21	Cc1nc(CN2CCN(C(=O)NC3(c4ccccc4)CC3)CC2)cs1	3	-10
22	COC(=O)CN1CCN(C(=O)c2ccc(F)cc2)c2ccccc2C1	0	1
23	COc1cc([N+](=O)[O-])ccc1NC(=O)C[n+]1ccccc1C	13	-6
24	O=C1c2cccnc2C(Nc2ccc(S(=O)(=O)N3CCCCC3)cc2)N1Cc1ccccc1 (configuration not stated)	-11	-3
25	CCC(C)(C)n1nnnc1C(c1ccccn1)N1CCN(c2cccc(OC)c2)CC1 (configuration not stated)	-3	1
26	COc1ccc(C2c3c(-c4ccccc4O)n[nH]c3C(=O)N2CCc2ccc(OC)c(OC)c2)cc1 (configuration not stated)	-10	0
27	O=C(Cc1ccc(Cl)cc1)Nc1ccccc1Sc1ccccc1	-2	-7
28	N#Cc1cc2sc3nnc(-c4ccncc4)n3c2cc1C#N	-1	1
29	COc1ccc(/C=N/c2oc(-c3ccccc3)cc2C#N)cc1	-4	-7
30	O=C(CSCc1ccccn1)Nc1ccccc1	6	-3
31	COc1ccccc1C1C(C(C)=O)=C(C)N=c2s/c(=C\c3cc(OC)c(OC)c(OC)c3)c(=O)n21 (configuration not stated)	-20	-3
32	Cc1nnc(SCC(=O)Nc2ccc3c(c2)OCCO3)s1	10	4
33	c1ccc(Cc2nn3c(COc4ccccc4)nnc3s2)cc1	12	0
34	Cc1cccc(/C(N)=N/OC(=O)CCCN2C(=O)c3ccccc3C2=O)c1	-12	-3
35	CSC1=N/C(=C\c2ccc3c(c2)OCO3)C(=O)S1	-6	-8
36	C=CCn1cnc2c(NCc3ccccc3)ncnc21	0	0
37	CCCCNC(=O)Nc1ccccn1	5	-1
38	CC(=O)Nc1ccc(S(=O)(=O)NCC2CCC(C(=O)N3CCN(c4ccccn4)CC3)CC2)cc1 (configuration not stated)	12	-5
39	CN1C[C@@H]2[C@@H]3C(=O)N(C)C(=O)[C@@H]3[C@](C)(C1=O)N2C(=O)c1ccccc1	18	0
40	O=C(CSc1nnnn1-c1ccccc1)NC(=O)NCc1ccco1	8	15

Some of the entries so far, with one line to a screen.
(20) Nc1nc(C2CCCN2S(=O)(=O)c2ccc(Cl)cc2)cs1 (configuration not stated)
(21) Cc1nc(CN2CCN(C(=O)NC3(c4ccccc4)CC3)CC2)cs1
(22) COC(=O)CN1CCN(C(=O)c2ccc(F)cc2)c2ccccc2C1
(23) COc1cc([N+](=O)[O-])ccc1NC(=O)C[n+]1ccccc1C
(24) O=C1c2cccnc2C(Nc2ccc(S(=O)(=O)N3CCCCC3)cc2)N1Cc1ccccc1 (configuration not stated)
(25) CCC(C)(C)n1nnnc1C(c1ccccn1)N1CCN(c2cccc(OC)c2)CC1 (configuration not stated)
(26) COc1ccc(C2c3c(-c4ccccc4O)n[nH]c3C(=O)N2CCc2ccc(OC)c(OC)c2)cc1 (configuration not stated)
(27) O=C(Cc1ccc(Cl)cc1)Nc1ccccc1Sc1ccccc1

| compound no. | 20 | 21 | 22 | 23 | 24 | 25 | 26 | 27 |
| --- | --- | --- | --- | --- | --- | --- | --- | --- |
| GSIS activator | 13 | 3 | 0 | 13 | -11 | -3 | -10 | -2 |
| miR-122 sensor | -2 | -10 | 1 | -6 | -3 | 1 | 0 | -7 |

(28) N#Cc1cc2sc3nnc(-c4ccncc4)n3c2cc1C#N
(29) COc1ccc(/C=N/c2oc(-c3ccccc3)cc2C#N)cc1
(30) O=C(CSCc1ccccn1)Nc1ccccc1
(31) COc1ccccc1C1C(C(C)=O)=C(C)N=c2s/c(=C\c3cc(OC)c(OC)c(OC)c3)c(=O)n21 (configuration not stated)
(32) Cc1nnc(SCC(=O)Nc2ccc3c(c2)OCCO3)s1
(33) c1ccc(Cc2nn3c(COc4ccccc4)nnc3s2)cc1
(34) Cc1cccc(/C(N)=N/OC(=O)CCCN2C(=O)c3ccccc3C2=O)c1
(35) CSC1=N/C(=C\c2ccc3c(c2)OCO3)C(=O)S1

| compound no. | 28 | 29 | 30 | 31 | 32 | 33 | 34 | 35 |
| --- | --- | --- | --- | --- | --- | --- | --- | --- |
| GSIS activator | -1 | -4 | 6 | -20 | 10 | 12 | -12 | -6 |
| miR-122 sensor | 1 | -7 | -3 | -3 | 4 | 0 | -3 | -8 |

(36) C=CCn1cnc2c(NCc3ccccc3)ncnc21
(37) CCCCNC(=O)Nc1ccccn1

| compound no. | 36 | 37 |
| --- | --- | --- |
| GSIS activator | 0 | 5 |
| miR-122 sensor | 0 | -1 |

The listing continues:
item	Molecule	GSIS activator	miR-122 sensor
41	CC(=O)Nc1sc(C)c(C)c1C(=O)OC1CCOC1=O (configuration not stated)	12	-2
42	O=C(CSc1nnc(-c2ccccn2)n1Cc1ccccc1)Nc1ccc2c(c1)OCO2	3	6
43	CC(=O)OC(Cn1ccnc1)c1ccccc1 (configuration not stated)	10	-6
44	O=C(Cc1ccccc1)Nc1ccccc1N1CCOCC1	30	-11
45	Cn1c(=O)c2c(O)cc(=O)[nH]c2n(-c2ccccc2)c1=O	-12	-2
46	COc1ccc(OCCSc2n[nH]c(N)n2)cc1	-8	0
47	CCCN1CCC(NC(=O)Nc2ccccc2C(=O)OC)CC1	7	2
48	CCC1(C)Cc2c(c(=O)n(-c3ccccc3)c3ncnc(N)c23)CO1 (configuration not stated)	-1	6
49	O=C(Oc1ccc2c(c1)OCO2)c1cccs1	3	-9
50	COc1ccccc1CNC(=O)C1CCCN(S(=O)(=O)c2c(C)[nH]c(=O)[nH]c2=O)C1 (configuration not stated)	13	-1
51	Cc1ccc(Sc2nnc(-c3ccccc3)cc2C#N)cc1	-3	-4
52	CCOCC(=O)Nc1cc(C(F)(F)F)ccc1Oc1cccc(Br)c1	-7	0
53	COC(=O)CSc1nnc(CNS(=O)(=O)c2ccc(C)cc2)n1C	0	5
54	CCOC(=O)c1cc2sc(C)cc2n1C(C)C(=O)OCC (configuration not stated)	-20	-3
55	CCOC(=O)c1ccc(N=CC2=C(O)CC(C)(C)CC2=O)cc1	24	-1
56	CC(=O)Oc1ccc(C(=O)Nn2cnnc2)cc1	2	-8
57	CC(C)(C)NC(=O)C(=O)NNC(=O)c1ccccc1	2	-5
58	CC(Sc1ccc(Cl)cc1)C(=O)Nc1ccccc1C(=O)N1CCOCC1 (configuration not stated)	10	-4
59	COc1ccc(S(=O)(=O)N2CCCC2C(=O)Nc2nc3c(s2)CCCC3)cc1 (configuration not stated)	-28	3
60	CCCCOc1ccc(/C=N/NC(=O)c2csc(C)c2C)cc1	16	3
61	Cc1nnc(NC(=O)CSc2nc3ccccc3o2)s1	6	-2
62	COC(=O)c1ccccc1N=C(SC)N(C)C	15	-2
63	NC(=O)C1CCN(C(c2ccccc2)c2nnnn2C2CCCC2)CC1 (configuration not stated)	19	-1
64	COc1cc(OC)c(OC)cc1/C=N/N(C)c1ccccc1	10	8
65	CCOC(=O)C1CCCN(C(=O)c2cnn3c(C(F)(F)F)cc(-c4ccccc4)nc23)C1 (configuration not stated)	-4	6
66	c1ccc2c(N3CCCC3)nc(-c3ccncc3)nc2c1	37	-4
67	c1ccc(CCSc2nccn2-c2ccccc2)cc1	23	6
68	CCC(C)n1c(SCC(=O)NCc2ccco2)nnc1-c1cccc(S(=O)(=O)N2CCOCC2)c1 (configuration not stated)	-8	-8
69	Cc1ccccc1NS(=O)(=O)c1ccc(OCC(=O)NCc2ccco2)cc1	-23	5
70	Cn1nc([N+](=O)[O-])nc1Sc1nnc(-c2ccccc2)o1	-2	4

Some values from the results shown.
For GSIS activator, cpd 62 is entered as 15
For GSIS activator, cpd 70 is entered as -2

The listing continues.
item	Molecule	GSIS activator	miR-122 sensor
71	O=C(CNS(=O)(=O)c1cccs1)N1CCc2ccccc2C1	-6	-6
72	Cc1nn(Cc2c(F)c(F)c(F)c(F)c2F)c(C)c1NC(=O)c1cccc(COc2ccc(Cl)cc2)c1	-19	-3
73	CC(C)Sc1nc(N2CCOCC2)c2c(c1C#N)CC(C)(C)N(C)C2	-2	-4
74	CCCCOCCCNC(=O)Cc1ccccc1OC	-15	-2
75	COc1ccc(CO/N=C/c2c(C)[nH]c(=O)[nH]c2=O)cc1	44*	-4
76	CCCS(=O)(=O)N1CCCC(C(=O)NCc2ccco2)C1 (configuration not stated)	28	-1
77	OC(Cn1nnc2ccccc21)Cn1c(C(F)(F)F)nc2ccccc21 (configuration not stated)	8	-1
78	COC(=O)c1ccc(C2C(Oc3ccc(OC)cc3)C(=O)N2CCc2ccc(F)cc2)cc1 (configuration not stated)	113*	-1
79	CCCCn1c(SCn2nnc3ccccc3c2=O)nc2cc(S(N)(=O)=O)ccc21	25&15	-2
80	Cc1ccccc1S(=O)(=O)Nc1nc2ccccc2nc1N1CCOCC1	-13	13
81	COc1cccc(NC(=O)N2CCOCC2)c1	0	1
82	CCC(C)c1ccc(NC(=S)NCc2cccnc2)cc1 (configuration not stated)	-19	51
83	CCOC(=O)C(=O)/C(=C\N(C)C)c1onc(-c2ccccc2Cl)c1C(=O)OC	3	-1
84	O=C(CN(C(=O)CNS(=O)(=O)c1ccccc1)c1ccc2c(c1)OCCO2)NC1CCCCC1	6	4
85	CCCCCCC1CC(CCC(=O)Nc2ccc([N+](=O)[O-])cc2)C(=O)O1 (configuration not stated)	-10	-3
86	CN(CCC#N)C(=O)CSc1nc2scc(-c3ccccc3)c2c(=O)[nH]1	2	-5
87	Cc1ccc(S(=O)(=O)/N=C(\CSC(N)=O)Nc2ccccc2)cc1	-1	-1
88	OC(CCCCN1CCCCC1)c1ccccc1 (configuration not stated)	20	-2
89	N=C1C(=O)OCC1c1ccccc1NC(=O)c1ccc(F)cc1 (configuration not stated)	1	1
90	C=CCNc1nc(-c2ccc(O)c(C(N)=O)c2)cs1	14	-1
91	O=C(Nc1ccc(O)cc1)C1CCCO1 (configuration not stated)	10	2
92	Cc1cccc(Nc2ccccc2C(=O)OCC(=O)NCc2ccco2)c1C	-27	5
93	O=c1[nH]c2cc(Cl)ccc2n(CCNc2ncc(C(F)(F)F)cc2Cl)c1=O	72*	-7
94	Cc1ccc(S(=O)(=O)N2CCCCC2)cc1NC(=O)C1CC(=O)N(Cc2ccccc2)C1 (configuration not stated)	13	0
95	Cc1c(Cl)c([N+](=O)[O-])nn1CCCC(=O)Nc1cccc(Cl)c1Cl	-29	9
96	COc1cccc(-n2nnc3c(=O)n(Cc4ccc(Br)cc4)cnc32)c1	2	0
97	Cc1ccc(NC(=O)COn2nnc3ccc(S(=O)(=O)N(C)C)cc32)cc1F	-22	-4
98	COc1ccc(Cl)cc1C(=O)CSc1nnnn1C1CCCC1	15	4
99	CCOc1ccccc1-n1c(COc2ccc(C)cc2)nnc1SCC(N)=O	14	2
100	Cc1ccc(Cn2c(=O)c3c(nc4n3CCCN4Cc3ccccc3)n(C)c2=O)cc1	-4	4
101	COc1ccc(Nc2ncnc3c2oc2ccccc23)cc1	5	0
102	C=CCn1c(Oc2ccc(C(=O)OC)cc2)nc2c1c(=O)n(C)c(=O)n2C	41	6
103	O=C(c1cccs1)N1CCCC(c2nc(-c3ccc(F)cc3)no2)C1 (configuration not stated)	9	-8
104	Cc1cc(NC(=O)c2cc(-c3cccnc3)nc3c(C)c(C)ccc23)no1	-26	5
105	O=C(Cc1cccc2ccccc12)N/N=C/c1ccc(F)cc1	-27	-2
106	CC(C)c1nc(SCC(=O)Nc2cccc(S(N)(=O)=O)c2)n[nH]1	10	2
107	CCCCn1c(SCC(=O)N2CCCCC2C)nc2cc(S(N)(=O)=O)ccc21 (configuration not stated)	20	-7
108	CCOC(=O)C1Cc2ccccc2C(=O)O1 (configuration not stated)	31	-6
